ROMK mod: ROMK potassium channel modulators, primary screen, cell-based, thallium flux, MLSMR library. 2% of 130,000 active. ATP-sensitive inward rectifier potassium channel 1 (Homo sapiens), P48048. AID 1918, 2009. B-score at 10 µM. Tet-inducible ROMK, thallium flux fluorescence; actives lie on both sides;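 active = signal ratio slope over the read window, or its plate-corrected B-score, at least 3 SD from the plate mean, either direction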;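 also: B-score of the F/F0 ratio slope over 7 to 12 s after thallium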
RAM inhibit: inhibitors of the yeast RAM network, primary screen, dse1pr::URA3 reporter, 5-FOA selection. S. cerevisiae dse1pr::URA3 reporter, 5-FOA growth OD615, 2 d; analog-sensitive cbk1-as2 kinase mutant strain. 1.8% of 190,000 active. AID 868, 2007. inhibition, % at 50 µM;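 active = inhibition above a set limit, 3 SD over mean compound inhibition, cut at about 8.4% in these data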;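 also: 0% = DMSO-only wells with no growth and 100% = 10 µM 1-NA-PP1 full growth; inhibition rescues growth on 5-FOA so higher OD means more RAM inhibition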
HMGR II inh: inhibitors of E. faecalis class II HMGR, primary screen, biochemical, Enterococcus faecalis; purified E. faecalis HMGR, NADPH absorbance 340 nm kinetic; 0.41% of 190,000 active; inhibition, % at 10 µM;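 active = inhibition above a set limit, the median over all tested compounds plus 3 SD, cut at about 9.5% in these data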;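 also: enzyme runs in reverse so mevalonate oxidation gives rising NADPH absorbance; 0% = complete reaction with DMSO and 100% = background rate lacking mevalonate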
bIAP inh: bovine intestinal alkaline phosphatase inhibitors, primary screen, selectivity assay for TNAP inhibitor project, biochemical, bovine IAP, CDP-star luminescence; alkaline phosphatase, intestinal [Bos taurus]; purified bovine IAP, 30 min; inhibition, % at 20 µM; 190,000 tested, under 10 active;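 active = over 50% inhibition of intestinal alkaline phosphatase at 20 µM in the single-dose screen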
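System: purified bovine intestinal alkaline phosphatase (IAP) enzyme; Input: IAP diluted 1/65,000,000 in the well; Measured by: CDP-star luminescence signal; Compound dosing: 20 µM single dose; Incubation: 30 min reaction at room temperature.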
S1P3 antag: S1P3 receptor antagonists, primary screen, cell-based. CHO S1P3 NFAT-BLA reporter, FRET fluorescence, antagonist mode. inhibition, % at 4.98 µM. Sphingosine 1-phosphate receptor 3 (Homo sapiens), Q99500. 0.27% of 170,000 active;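 active = inhibition above the plate cutoff, the mean inhibition of test wells on that plate plus 3 SD, cut at about 28% in these data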;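 also: cells challenged with S1P at its EC80 of 0.8 µM; blue over green emission ratio from cleaved BLA substrate after 4 h stimulation; 0% = S1P-stimulated wells and 100% = unstimulated DMSO-only wells; some compounds past the cut are filed as inactive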
Target sequence (Q99500 whole entry, looked up): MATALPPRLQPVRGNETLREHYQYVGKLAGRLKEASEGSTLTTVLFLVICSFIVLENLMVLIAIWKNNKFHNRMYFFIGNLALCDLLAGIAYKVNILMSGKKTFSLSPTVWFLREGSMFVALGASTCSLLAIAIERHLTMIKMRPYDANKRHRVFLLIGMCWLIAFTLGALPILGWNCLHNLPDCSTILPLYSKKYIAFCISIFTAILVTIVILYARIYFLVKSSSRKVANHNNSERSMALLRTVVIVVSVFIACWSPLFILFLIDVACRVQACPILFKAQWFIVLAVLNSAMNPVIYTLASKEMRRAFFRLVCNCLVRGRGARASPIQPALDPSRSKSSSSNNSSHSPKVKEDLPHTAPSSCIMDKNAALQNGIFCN
Redox H2O2 prof: compounds producing H2O2 with reducing agent – biochemical, NIH compound library profiling, artefact control for MLSCN library redox annotation, primary screen. DTT-dependent redox cycling H2O2, phenol red/HRP absorbance; 100% = 100 µM peroxide control, 0% = buffer. AID 878, 2007. 0.03% of 200,000 active. activation, % at 10 µM;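 active = activation of at least 50% relative to the plate's high and low controls in the primary single-dose screen; inactive = activation below 50%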;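 also: compound incubated with DTT at 0.8 mM final as the reducing agent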
TR-FRET SRC-2 ct: TR-FRET signal artefacts, primary screen, artefact control for PPARgamma SRC-2 agonist project, biochemical; TR-FRET artefact counter-screen; stronger effect = higher value; TR-FRET ratio at 8 µM; 0.4% of 200,000 active; AID 1049, 2008; in the data active = TR-FRET ratio above about 2000; also: inactives centre near 1500
PPARg SRC-1 ag: PPARgamma agonists recruiting SRC-1 coactivator, primary screen, biochemical; activation, % at 8 µM; Peroxisome proliferator-activated receptor gamma (Homo sapiens), P37231; PPARgamma-SRC-1 coactivator recruitment biochemical assay; 0.41% of 200,000 active; in the data active = activation above about 19%;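 also: 0% = DMSO and 100% = reference agonist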
Target sequence (P37231 whole entry, looked up): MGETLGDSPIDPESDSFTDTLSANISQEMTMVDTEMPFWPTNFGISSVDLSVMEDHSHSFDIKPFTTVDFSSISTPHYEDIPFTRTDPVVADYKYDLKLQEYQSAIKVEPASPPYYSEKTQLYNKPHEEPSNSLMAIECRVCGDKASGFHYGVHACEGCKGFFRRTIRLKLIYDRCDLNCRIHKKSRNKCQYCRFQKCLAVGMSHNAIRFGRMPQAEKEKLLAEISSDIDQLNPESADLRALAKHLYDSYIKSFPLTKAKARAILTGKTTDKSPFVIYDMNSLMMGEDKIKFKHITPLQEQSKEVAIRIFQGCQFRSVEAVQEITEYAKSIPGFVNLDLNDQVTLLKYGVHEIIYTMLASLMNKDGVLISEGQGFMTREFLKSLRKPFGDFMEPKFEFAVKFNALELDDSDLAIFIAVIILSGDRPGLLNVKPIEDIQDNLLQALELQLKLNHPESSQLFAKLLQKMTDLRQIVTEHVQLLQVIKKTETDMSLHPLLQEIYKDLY
PPARg SRC-2 ag: agonists of PPARg-SRC-2 recruitment, primary screen, biochemical, HTS | PPARgamma LBD-SRC-2 recruitment | activation, % at 8 µM | 0.34% of 200,000 active | AID 1032, 2008; in the data active = activation above about 22%;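 also: 0% = vehicle and 100% = reference agonist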
L major viab: Leishmania major promastigote growth inhibition, primary screen; Leishmania major promastigotes, resazurin fluorescence viability; inhibition, % at 10 µM; 9% of 200,000 active; in the data active = inhibition above about 50%;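 also: promastigotes grown with compound for 44 hours at 28 °C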
PPARg SRC-3 ag: PPARgamma agonists recruiting SRC-3 coactivator, primary screen, biochemical | biochemical PPARgamma/SRC-3 coactivator recruitment assay | 0.26% of 200,000 active | activation, % at 8 µM | Peroxisome proliferator-activated receptor gamma (Homo sapiens), P37231; in the data active = activation above about 23%;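 also: 0% = DMSO and 100% = reference agonist; some compounds past the cut are filed as inactive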
An asterisk follows results filed as active; / = no result given. This is a random part of the collection; about 13% have a hit in one of these screens.

no.	Structure	Redox H2O2 prof	PPARg SRC-3 ag	L major viab	ROMK mod	bIAP inh	PPARg SRC-2 ag	TR-FRET SRC-2 ct	S1P3 antag	RAM inhibit	HMGR II inh	PPARg SRC-1 ag
1	O=C(NNc1cccc(Cl)n1)c1ccccc1CC[N+](=O)[O-]	-0.2	0	-9	-0.46	-8	2	1664	-8	0.4	0	-3
2	O=C(c1ccccc1)c1ccc(OCCCN2CCCC2)cc1	0.0	2	99*	-0.074	8	4	1734	3	1.2	-4	0
3	C=CCNC(=O)NC(=O)COC(=O)c1ccccc1Sc1ccc(C(F)(F)F)cc1[N+](=O)[O-]	0.2	3	8	1.9	-7	-1	1487	-6	3.4	-2	-6
4	Cc1ccn2c(CN(C)CCn3nc(C)cc3C)c(C(=O)N3CCCCCC3)nc2c1	1.3	-3	3	-0.12	-12	1	1575	0	0.4	-3	-4
5	Cc1cccc(/C(N)=N/OC(=O)COc2ccc(Cl)c(C)c2)c1	-0.1	-1	3	0.0016	10	0	1306	-7	5.3	-1	-2
6	OC1CCCN(Cc2ccc3ccc4cccc5ccc2c3c45)C1 (centres undefined)	-4.6	3	78*	/	-4	0	1588	/	-0.1	3	1
7	COc1ccc2nc(Nc3ccccc3OC)sc2c1	0.9	-2	12	-0.99	17	4	1714	6	-1.0	0	-2
8	C=CCNC(=S)N/N=C(\C)c1ccc(-n2ccnc2)cc1	-0.1	-3	25	0.89	13	-1	1651	-9	0.7	0	-4
9	COC(=O)c1sc2ccccc2c1-n1cccc1C(=O)C(=O)Nc1ccc(Cl)cc1	22	3	3	/	9	8	1492	/	2.3	-9	-2
10	Cn1nnnc1SCC(=O)N1CCN(C(=O)c2ccco2)CC1	-0.1	-5	-5	0.52	-17	7	1548	-5	1.1	5	-2
11	O=C1c2ccccc2-c2ncnc3cccc1c23	4.6	1	37	/	/	5	1567	-6	/	/	3
12	Cc1ccc(-c2nc(CN(C)C(C3CC3)C3CC3)c(C)o2)cc1	-1.1	3	2	-0.49	-7	2	1779	6	2.1	1	1
13	COc1ccc(C2=C(C=Nc3c(C)n(C)n(-c4ccccc4)c3=O)C(c3ccccc3C)c3ccccc3O2)cc1OC (centres undefined)	-0.3	-1	39	0.084	31	5	1479	/	8.1	6	-1
14	O=C(CNc1cccc2ccccc12)N/N=C/c1ccc(C(=O)O)cc1	0.4	0	-9	0.6	13	12	1456	-4	11*	-1	-1
15	COc1ccc(S(=O)(=O)NCCSCc2cccs2)cc1	23	-6	-2	-1.5	/	-3	1491	9	-0.3	-1	-2
16	Cc1ccc(-n2c(SCC(=O)NC3CCCCC3)nc3c(c2=O)SCC3)cc1	-2.0	4	3	/	14	-4	1589	-15	5.3	-2	3

Complete entries, quoted from the list. Order of values: Redox H2O2 prof	PPARg SRC-3 ag	L major viab	ROMK mod	bIAP inh	PPARg SRC-2 ag	TR-FRET SRC-2 ct	S1P3 antag	RAM inhibit	HMGR II inh	PPARg SRC-1 ag
`O=C1c2ccccc2-c2ncnc3cccc1c23` reads 4.6	1	37	/	/	5	1567	-6	/	/	3
`Cc1ccc(-n2c(SCC(=O)NC3CCCCC3)nc3c(c2=O)SCC3)cc1` reads -2.0	4	3	/	14	-4	1589	-15	5.3	-2	3
`O=C(CNc1cccc2ccccc12)N/N=C/c1ccc(C(=O)O)cc1` reads 0.4	0	-9	0.6	13	12	1456	-4	11*	-1	-1

Additional records.
no.	Structure	Redox H2O2 prof	PPARg SRC-3 ag	L major viab	ROMK mod	bIAP inh	PPARg SRC-2 ag	TR-FRET SRC-2 ct	S1P3 antag	RAM inhibit	HMGR II inh	PPARg SRC-1 ag
17	COC(=O)c1sc2nc(N3CCCCC3)c3c(c2c1N)CCCC3	0.1	-1	4	-0.39	-15	3	1525	/	3.7	-4	1
18	Cc1cc([N+](=O)[O-])ccc1NC(=O)C[n+]1ccc(N(C)C)cc1	-0.8	5	1	/	10	11	1609	-2	0.6	-4	-1
19	C=CCN(C(=O)Cn1c(C(=O)OC)cc2oc(C)cc21)c1ccccc1	3.2	-6	20	/	8	-6	1351	0	1.4	/	-5
20	O=C(O)CC(Cn1cnnn1)c1ccccc1 (centres undefined)	-0.6	18	-4	/	3	3	1634	-17	4.2	-4	3
21	O=C(c1ccccc1)c1cc[n+]([O-])cc1	0.9	9	-9	0.27	-5	6	1404	/	-0.8	-2	2
22	CCCOc1ccc(NC(=O)CC2C(=O)N(CC)C(=S)N2CCNC(C)=O)cc1 (centres undefined)	-0.4	1	-8	-0.22	0	10	1655	15	1.6	3	1
23	COc1ccc(C(=O)NCc2cn3cccc(C)c3n2)cc1OC	-0.6	9	-4	/	6	10	1708	-36	-0.7	-9	5
24	Cn1cc(CN2CCN(CCO)CC2)c(-c2ccc(Oc3ccccc3)cc2)n1	0.7	0	51*	-0.2	0	1	1643	0	-0.6	-2	16
25	O=C(NN1C(=O)/C(=C/C=C/c2ccccc2)SC1=S)c1ccncc1	-0.4	5	2	-1.5	-7	2	1836	-11	9.3*	1	14
26	CCC(C)NS(=O)(=O)c1ccc(OCC(=O)NCc2ccc3c(c2)OCO3)cc1 (centres undefined)	1.0	3	21	/	10	8	1458	11	2.2	-1	2
27	Cc1oc(-c2cc(F)ccc2F)nc1CN1CCN(c2cnccn2)CC1	-0.3	3	-4	-0.82	-1	-3	1571	-3	-0.3	-3	9
28	O=C(c1ccc2nc(N3CCCCC3)sc2c1)N1CCN(Cc2ccc3c(c2)OCO3)CC1	-0.7	0	68*	/	-4	2	1555	-6	0.3	-12	5
29	CCCC(=O)Nc1c(-c2cccs2)c(=O)c2ccccc2n1CC	-3.3	7	-6	/	4	-3	1692	/	-1.1	-7	6
30	CCn1nc(C(=O)OCC(=O)N2CC(=O)Nc3ccccc32)c2ccccc2c1=O	-2.2	0	-6	-0.012	-7	7	1769	-2	2.4	4	-1
31	CN=c1scc(C)n1/N=C/c1cc(Br)c(O)c(Br)c1	0.3	10	1	1.4	-12	4	1567	8	10*	-7	15
32	S=C(c1ccc(-c2ccc(Br)cc2)o1)N1CCCCC1	0.2	4	12	-0.63	10	7	1675	-5	5.6	2	3
33	O=C(CSc1ccccc1)NCCCc1ccccc1	-2.0	6	-1	-0.17	14	8	1672	13	0.5	-1	3
34	CC(=O)Nc1ccc(S(=O)(=O)N[C@@H](C)C(=O)Nc2ccc(N3CCOCC3)cc2)cc1	0.2	4	-3	/	1	9	1781	/	4.0	-2	2
35	CCOC(=O)C1(Cc2ccccc2C)CCCN(C(=O)c2cc(C3CC3)[nH]n2)C1 (centres undefined)	9.6	-2	3	0.29	-58	2	1469	-7	2.5	-5	6
36	O=C(COC(=O)CCC1CCCC1)Nc1ccccc1Sc1ccccc1	-0.4	-2	-9	0.045	7	-3	1401	2	0.1	-3	0
37	CCOC(=O)N1CCN(C2CC(=O)N(c3ccc(F)cc3)C2=O)CC1 (centres undefined)	0.2	2	-4	-0.23	7	3	1605	-4	1.7	4	3
38	Cc1cc(-c2ccc(F)cc2)nc2cc(C(N)=O)nn12	0.1	3	-3	-0.38	4	-3	1772	/	1.3	0	2
39	Cc1ccc(-n2cc(CNC(C)c3cnn(C)c3C)c(-c3ccc(F)cc3)n2)cc1 (centres undefined)	-0.9	-1	32	-4.1*	-10	3	1552	8	1.9	-6	12
40	O=C(c1ccccc1)N1CCN(C(=O)c2ccc([N+](=O)[O-])cc2)CC1	0.3	1	-7	/	6	-1	1630	-7	0.1	-1	-1

Structures above containing a furan ring, fused or not (3):
no.	Structure	Redox H2O2 prof	PPARg SRC-3 ag	L major viab	ROMK mod	bIAP inh	PPARg SRC-2 ag	TR-FRET SRC-2 ct	S1P3 antag	RAM inhibit	HMGR II inh	PPARg SRC-1 ag
10	Cn1nnnc1SCC(=O)N1CCN(C(=O)c2ccco2)CC1	-0.1	-5	-5	0.52	-17	7	1548	-5	1.1	5	-2
19	C=CCN(C(=O)Cn1c(C(=O)OC)cc2oc(C)cc21)c1ccccc1	3.2	-6	20	/	8	-6	1351	0	1.4	/	-5
32	S=C(c1ccc(-c2ccc(Br)cc2)o1)N1CCCCC1	0.2	4	12	-0.63	10	7	1675	-5	5.6	2	3

Only ROMK mod and L major viab, for some of the entries so far:
item	compound	ROMK mod	L major viab
34	CC(=O)Nc1ccc(S(=O)(=O)N[C@@H](C)C(=O)Nc2ccc(N3CCOCC3)cc2)cc1	/	-3
35	CCOC(=O)C1(Cc2ccccc2C)CCCN(C(=O)c2cc(C3CC3)[nH]n2)C1 (centres undefined)	0.29	3

Next part:
no.	Structure	Redox H2O2 prof	PPARg SRC-3 ag	L major viab	ROMK mod	bIAP inh	PPARg SRC-2 ag	TR-FRET SRC-2 ct	S1P3 antag	RAM inhibit	HMGR II inh	PPARg SRC-1 ag
41	O=C(CSc1ncnc2c1oc1ccccc12)NCc1ccco1	-3.5	107*	-3	/	4	92*	3393*	1	1.2	-4	92*
42	CC1CCc2cc(F)ccc2N1C(=O)c1cnc2sccn2c1=O (centres undefined)	0.0	7	-7	/	10	8	1824	/	2.0	-5	2
43	O=C(CCC1CCCN(c2ncccn2)C1)NCc1ccccc1F (centres undefined)	-0.5	8	-6	-0.54	-19	9	1562	19	1.9	-2	5
44	CC(=O)c1cccc(S(=O)(=O)N2CCC(n3nnc4cc(F)ccc43)CC2)c1	2.6	-7	21	-1.1	8	-5	1441	2	1.3	-7	0
45	CCOc1cc(C(=O)NC)cc(OCC)c1OCC	1.9	4	-6	/	10	1	1397	-34	0.1	8	8
46	S=C(Nc1ccc(Cl)cc1)c1nc2ccccc2s1	-3.0	3	-7	/	1	7	1589	/	8.4*	0	5
47	Cc1ccnc(SCC(=O)n2c3c(c4ccccc42)CC(C)CC3)n1 (centres undefined)	-7.6	5	-2	/	5	2	1448	/	6.3	-8	0
48	CCn1c(-c2nn(C)c(C)c2Cl)n[nH]c1=S	0.7	-6	-9	-0.27	21	4	1718	/	0.7	11*	-2
49	COc1ccc(-n2nnnc2SCC(N)=O)cc1	0.2	-2	-4	0.18	9	3	1476	-23	0.8	2	-6
50	Nc1c(C(=O)Nc2ccccc2F)sc2nc(-c3ccco3)ccc12	-6.7	15	1	/	15	12	1794	/	9.2*	0	12
51	O=C(COC(=O)c1ccc(S(=O)(=O)N2CCCC2)cc1)Nc1ccc(N2CCOCC2)cc1	-0.2	-2	-1	-0.0074	8	-5	1393	-8	0.0	-2	-2
52	Cc1cc(C)n(Cc2cc(C(=O)O)c3ccccc3n2)n1	0.0	0	-6	/	2	0	1659	-11	0.5	3	7
